All columns: NCI-60 one-dose screen, growth in % after 48 h at 10 µM unless noted; 100 = growth as untreated, 0 = no growth, -100 = all killed.
UO-31: UO-31 renal cancer; actives 5.2% (n = 81,000)
CAKI-1: CAKI-1 renal cancer. actives 4.7% (n = 75,000). AID 1794772
SN12C: SN12C renal cancer cells; AID 1794767; actives 3.8% (n = 81,000)
SF-268: SF-268 CNS cancer cells | actives 3.1% (n = 82,000) | AID 1794759
TK-10: TK-10 renal cancer cells. actives 3.9% (n = 81,000)
U251: U251 CNS tumor cells | actives 5.4% (n = 80,000) | AID 1794753
SF-295: SF-295 CNS cancer cells; actives 5.6% (n = 79,000); AID 1794758
786-0: 786-0 renal cancer cells; actives 5.1% (n = 81,000)
Starred values were filed as active, the others as inactive; nt = no result given; & = joins results of further samples; [ ] = another dose, or the depositor's remark. The calls were made as follows: active = growth percent below 10; inactive = the rest.

Preview (4 entries):
Structure	UO-31	CAKI-1	SN12C	SF-268	TK-10	U251	SF-295	786-0
CC(=O)OC1/C=C\CC/C=C\C1 (stereo not given)	94	99	96	107	124	97	97	102
COC(=O)c1cc([N+](=O)[O-])ccc1NC(C)=O	92	97	103	102	104	99	92	104
O=c1[nH]n(-c2nnc3n2N=C(c2ccc(Cl)cc2)CS3)c(=O)c2ccccc12	80	87	100	95	112	94	102	99
NC1=NC2(C(=O)c3ccccc3C2=O)n2c(nc3ccccc32)N1	72	104	94	114	112	101	118	nt

The list itself, from the first entry:
Structure	UO-31	CAKI-1	SN12C	SF-268	TK-10	U251	SF-295	786-0
CC(=O)OC1/C=C\CC/C=C\C1 (stereo not given)	94	99	96	107	124	97	97	102
COC(=O)c1cc([N+](=O)[O-])ccc1NC(C)=O	92	97	103	102	104	99	92	104
O=c1[nH]n(-c2nnc3n2N=C(c2ccc(Cl)cc2)CS3)c(=O)c2ccccc12	80	87	100	95	112	94	102	99
NC1=NC2(C(=O)c3ccccc3C2=O)n2c(nc3ccccc32)N1	72	104	94	114	112	101	118	nt
COc1cc(CSc2nc3ccc(C)cc3c(=O)n2Cc2ccccc2)cc(OC)c1OC	32	29	40	52	53	33	31	47
C=C(C)[C@@H]1CC[C@]2(C(=O)NCC#CCN3CCN(C)CC3)CC[C@]3(C)[C@H](CC[C@@H]4[C@@](C)(CCC#N)[C@H](C(=C)C)CC[C@]43C)[C@@H]12	52	58	69	62	80	45	94	54
S=c1nc(-c2ccc(Br)cc2)cc(-c2cn(-c3ccccc3)nc2-c2ccc(OCc3ccccc3)cc2)[nH]1	83	101	90	91	114	103	103	106
O=C1CSc2nnc(CCC(=O)c3nc4ccccc4[nH]3)n2N1	80	101	97	97	126	112	111	99
Clc1ccc2c(c1)C[C@H]1C[C@@H](c3cccs3)N2O1	93	94	106	102	104	94	94	108
CCOC(=O)/C(=C\c1ccc(-c2ccccc2)cc1)C(C)=O	83	99	90	91	86	103	102	105
O=C(O)/C=C\C(=O)Nc1ccccc1	88	nt	91	116	98	103	112	96
CC(C)(Sc1cc(C(C)(C)C)c(OC(=O)CCC(=O)O)c(C(C)(C)C)c1)Sc1cc(C(C)(C)C)c(OC(=O)CCC(=O)O)c(C(C)(C)C)c1	68	84	55	63	101	49	59	93
COc1ccccc1C=NCCCCCCN=Cc1ccccc1OC	78	91	106	105	91	94	94	108
Cc1cc([N+](=O)[O-])ccc1N	82&92	96&101	102&100	93&101	100&106	99&98	102&104	102&105
O=S(=O)(c1ccc(NC(=S)NCc2ccco2)cc1)N1CCCCC1	68	101	90	110	nt	nt	96	104
CC/C=C\C[C@H](F)C/C=C1/C(=O)C=C[C@@H]1C/C=C\CCCC(=O)O	57	42	44	82	128	19	96	82
CC(C)(C)n1cc(-c2ccnc(NCCNS(=O)(=O)c3cccc4ccccc34)c2)c(-c2cccc(O)c2)n1	70	74	72	81	97	58	92	64
Fc1ccc(/C=C/c2nc3ccccc3nc2N2CCN(c3ccccc3)CC2)cc1	43	52	76	66	107	72	137	75
O=C(CCCCNC(=O)c1nc(-c2ccccc2)n(-c2ccccc2)n1)NO	86	nt	78	90	56	66	94	92
O=C(O)CCCN1CCN([C@H](c2ccccc2)c2ccc(Cl)cc2)CC1	76	91	92	103	104	95	99	96

Entries of single compounds from above. Screens in order: UO-31 | CAKI-1 | SN12C | SF-268 | TK-10 | U251 | SF-295 | 786-0
COC(=O)c1cc([N+](=O)[O-])ccc1NC(C)=O is entered as 92 | 97 | 103 | 102 | 104 | 99 | 92 | 104
Clc1ccc2c(c1)C[C@H]1C[C@@H](c3cccs3)N2O1 is entered as 93 | 94 | 106 | 102 | 104 | 94 | 94 | 108
O=C(CCCCNC(=O)c1nc(-c2ccccc2)n(-c2ccccc2)n1)NO is entered as 86 | nt | 78 | 90 | 56 | 66 | 94 | 92
S=c1nc(-c2ccc(Br)cc2)cc(-c2cn(-c3ccccc3)nc2-c2ccc(OCc3ccccc3)cc2)[nH]1 is entered as 83 | 101 | 90 | 91 | 114 | 103 | 103 | 106
O=C(O)CCCN1CCN([C@H](c2ccccc2)c2ccc(Cl)cc2)CC1 is entered as 76 | 91 | 92 | 103 | 104 | 95 | 99 | 96

Other entries follow.
Structure	UO-31	CAKI-1	SN12C	SF-268	TK-10	U251	SF-295	786-0
O=C(Nc1ccccc1)c1cc(=O)c(O)co1	85	100	106	93	94	95	97	97
OCC1(CO)CC2(C1)CC(CO)(CO)C2	88	88	107	91	96	109	103	110
Cc1ccc(O)c(S(=O)(=O)O)c1	99	102	102	106	97	104	102	96
CN1C(=O)CCC1=O	80	100	95	108	106	105	104	96
O=c1c(/C=C/c2ccco2)nnc2sc(Nc3ccc(Cl)cc3)nn12	79	98	107	103	146	108	105	103
COc1ccc(C/C(C)=C(/c2ccc(OCCN3CCCCC3)cc2)c2ccc(OC(=O)NCc3ccccc3)cc2)cc1	-92*	-95*	-88*	-77*	-91*	-98*	-95*	-92*
O=C1/C(=C/c2ccc(Br)cc2)Sc2c(Br)cccc21	70	88	98	92	116	95	107	94
CN(C)CCCNC1=C(Cl)C(=O)C(NCCCN(C)C)=C(Cl)C1=O	80	100	97	106	128	99	98	103
O=C(c1ccc(Cl)cc1)C(c1c[nH]c2ccccc12)c1c[nH]c2ccccc12	-95*	-90*	-60*	9.4*	-62*	-89*	14	-88*
CC(=O)c1ccc(OC(=O)c2cc(-c3ccc(S(C)(=O)=O)cc3)nc3ccccc23)cc1	74	83	91	95	150	101	101	107
S=C(Nc1cccc2ccccc12)NN1CCCCCC1	75	94	101	110	131	95	107	114
CCOC(=O)c1cnn(CC(C)O)c1NC(=O)NCc1cccc(C(F)(F)F)c1 (stereo not given)	87	84	96	97	80	102	93	83
O=C(c1cc(Cl)ccc1O)C(Br)C(Br)c1ccccc1 (stereo not given)	79	88	95	97	161	93	97	103
O=C(CSc1nc2ccccc2c(=O)n1-c1ccc(Cl)cc1)Nc1ccc(S(=O)(=O)Nc2nccs2)cc1	82	97	95	104	101	103	102	97
Cn1cc(-c2cc3ncnc(Nc4ccc(CC(=O)Nc5ccc(C(C)(C)C)cc5)cc4)c3s2)cn1	102	86	99	101	99	88	117	101
COc1cc2c(cc1OCCCOc1cc3c(cc1OC)C(=O)N1CCC[C@H]1C=N3)C=CC(C)(C)O2	96	106	94	91	187	67	123	102
Cc1cc(C)c2cc3c(nc2c1)Nn1c(nnc1-c1ccc[nH]c1=S)SC3	85	85	90	96	102	107	106	86
COc1ccc2c(c1)C/C(=C\c1cc(-c3ccc4c(c3)OCO4)n[nH]1)C2=O	75	90	95	106	162	95	nt	106
COc1ccc(-c2nnc(COc3ccc(NS(=O)(=O)c4ccccc4)cc3F)o2)cc1	90	87	93	103	110	103	93	99
COc1ccc(Cc2nnc(SCC(=O)c3ccc(Cl)cc3)n2-c2ccc(C)cc2)cc1	71	92	102	96	107	96	99	103
CCCCc1[nH]nc(-c2n[nH]c(CCCC)c2C)c1C	nt	86	97	102	99	104	97	92
CCc1c(C(=O)NCc2cccc3ccccc23)[nH]c(C)c1C(C)=O	49	41	67	55	56	27	45	61
CON(C)C(=O)c1cc(-c2ccc(C)cc2)n(-c2ccc(S(C)(=O)=O)cc2)n1	88	87	96	95	113	96	99	100
CCN(CC)C(=O)c1c2c(n3ccccc13)C(=O)c1ncccc1C2=O	67	78	74	85	105	88	99	95
Cc1cc(C)n(-c2nc(Nc3ccccc3)nc(Nc3ccc(S(N)(=O)=O)cc3)n2)n1	92	102	89	106	139	93	112	104
O=C(O)c1cn(C2CC2)c2cc(N3CCN(S(=O)(=O)c4ccc(Cl)c(Cl)c4)CC3)c(F)cc2c1=O	10	3.1*	10	20	33	12	-7.3*	28
NC(Cc1ccc(OC(Cn2ccnc2[N+](=O)[O-])Cn2ccnc2[N+](=O)[O-])cc1)C(=O)O (stereo not given)	100	nt	111	103	126	106	114	96
CN1N=C2c3cn(C)cc3CCC2C1=O (stereo not given)	99	123	102	107	125	102	148	102
CSc1n[nH]c(-c2cccs2)n1	95	114	103	136	135	nt	97	105
Cc1cc(NC(=O)/C(Cl)=C(\Cl)C(=O)O)c([N+](=O)[O-])cc1C	93	94	103	99	111	99	97	100
C/C=C\CSc1ncnc2nc[nH]c12	88	101	97	101	111	87	104	95
COc1cc(/C=C/c2nc3ccccc3nc2NNC(=O)Nc2cccc(Cl)c2)ccc1O	56	65	84	87	157	88	122	91
CCCCCCC(C)NCCO (stereo not given)	84	97	98	98	108	103	107	109
Cc1ccc(C2CCCCC2)cc1Br	83	90	101	100	99	88	96	96
Brc1ccccc1Cn1c(-c2cncs2)nc2ccccc21	45	74	85	92	83	85	nt	91
O=C(O)c1ccc(S)cc1	104	103	nt	105	96	98	99	97
COc1cc(C(=O)Nc2nn(C)c3nc(C)c(Cl)c(C)c23)cc(OC)c1OC	93	97	94	nt	100	94	92	95
CCC[C@H](C[C@H](CO)OC)c1ccc2ccccc2c1	89	nt	104	94	86	99	102	98
CC1(C)N=C(N)N=C(N)N1c1ccc(OCC(=O)N2CCOCC2)cc1	75	102	113	100	95	97	86	122
COc1ccc(-n2nc(C)c3c(Oc4ccc(NC(=O)Nc5cccc(C(F)(F)F)c5)cc4)ncnc32)cc1	69	87	89	93	122	92	97	106
CCOC(=O)c1c(C)nc2c(c1N)CC(=O)N2Cc1ccc(OC)cc1	34	76	41	4.1*	0.1*	4.1*	28	6.7*
CCCCCCCCCCCC1N=C(N)N=C(N)N1c1cccc(Br)c1 (stereo not given)	72	81	8.1*	8.3*	-45*	-75*	19	5.0*
CCCCC(CC)CO (stereo not given)	92	97	102	96	103	95	96	101
NCCCN1CCN(CCCN)CC1	96	104	108	105	106	104	105	107
COc1cc(NC(C)CCCNC(=O)CCC(=O)NCCCNCCCCCCCCCCNCCCNC(=O)CCC(=O)NCCCC(C)Nc2cc(OC)cc3cccnc23)c2ncccc2c1 (stereo not given)	96[8 µM]	97[8 µM]	41[8 µM]	66[8 µM]	100[8 µM]	51[8 µM]	97[8 µM]	93[8 µM]
O=C(/C=C/C12c3ccccc3C(c3ccccc31)C1C(=O)NC(=O)C12)c1ccc(F)cc1 (stereo not given)	16	17	11	31	17	-44*	12	-9.9*
Cc1cc(C)c2c(c1)CC(C)(C)C(=O)OC2=O	80	99	99	106	105	101	114	104
Cc1ccc(-c2nc3nc(-c4ccccc4)nc(N4CCNCC4)c3o2)cc1	-92*	-99*	-78*	-67*	-97*	-90*	-83*	-84*
N=c1c2c(N)[nH]nc2nc2n1-c1ccccc1Sc1ccccc1-2	76	84	109	101	107	100	123	104
CC(/C(=N\N=C(N)N)c1ccccc1)N(C)C (stereo not given)	82	88	99	119	113	105	92	106
CC(=O)Nc1cccc([N+](=O)[O-])c1	94	101	97	100	93	96	106	107
O=C1C(Cl)=C(NCc2ccc(Cl)cc2)C(=O)N1Cc1ccc(Cl)cc1	65	80	88	80	78	76	103	81
CNCc1cc(C(C)(C)C)ccc1O	61	99	100	99	105	105	97	95
COc1cccc(OC)c1C(=O)Nc1cccc(-c2cc3ccccc3oc2=O)c1	95	94	103	97	120	100	nt	102
CN(C)C(=O)c1cc2cnc(Nc3ccc(-c4csc5c(=O)cc(N6CCOCC6)oc45)cc3)nc2n1C1CCCC1	-5.4*	-51*	4.3*	-2.9*	-10*	-7.8*	-37*	-1.2*
C1CCC(CCCC2CCCCC2)CC1	88	nt	100	111	101	90	108	102
N#CSCc1c(Cl)cccc1Cl	40	48	93	53	101	92	95	72
CCn1c(=O)c2[nH]c(SC)nc2n(CC)c1=O	92	99	97	105	105	100	nt	104
O=C(O)c1ccc(-c2nn(-c3ccc(C(=O)O)cc3)cc2CNc2ccc(F)c(F)c2)cc1	75	90	99	93	96	91	100	91
Nc1ccc(-c2nnc(-c3ccc(Cl)cc3Cl)o2)cc1	90	98	98	96	90	97	93	87

(further entries)
Structure	UO-31	CAKI-1	SN12C	SF-268	TK-10	U251	SF-295	786-0
N#CCNC(=O)c1ccc(-c2nc3ccc4[nH]ncc4c3c3c2CCCC3)cc1	76	40	90	104	62	86	97	80
COc1cc(C(=O)NCC(=O)O)cc(OC)c1OC	95	105	100	99	103	96	111	110
C=CCC(CCCC)(C(=O)OCC)C(=O)OCC	85	97	110	113	104	102	113	95
C=CC(=O)NCc1ccc(Nc2nccc(-c3ccc(N4CCCC4)c(C#N)c3)n2)cc1	17	-1.9*	41	50	37	38	23	18
C[C@@H]1[C@H]2C[C@@H](C[C@H]1NCc1nc3ccccc3n1C1CCCCCC1)C2(C)C	44	56	40	76	91	67	58	63
CCn1cc(C(=O)N[C@H]2C(O)[C@@H](O)C(CO)O[C@H]2O)c(=O)c2cc(F)c(N3CCN(C(C)=O)CC3)cc21 (stereo not given in full)	89	94	106	94	105	108	106	109
Fc1ccc(-c2ccnc3nc(-c4cccnc4)nn23)cc1	87	102	111	107	95	102	85	97
COc1cc2c(c(OC)c1OC)CCC(c1cccc(NC(=O)c3ccccc3)c1)O2 (stereo not given)	76	104	92	82	88	93	94	106
O=C(O)c1ccccc1Cc1ccc(F)c2ccccc12	89&78	100&95	98&107	103&102	109&107	104&115	103&71	110&125
Cc1cc(N(CCCNc2ccnc3cc(Cl)ccc23)Cc2ccccn2)nc(Cl)n1	52	85	86	88	91	97	80	76
C=CCn1c(C)nc2ccc(Nc3nc(Nc4ccc(F)cc4)nc4ccccc34)cc21	37	58	66	66	82	60	31	77
Cc1ccccc1NC(=O)C(=O)Nc1ccccc1C	99	102	96	122	138	107	111	109
ON=C(c1ccccc1)c1ccccc1	88	101	105	106	99	100	109	103

High-throughput results: PubChem BioAssay, NCI
